# PME-1 primary – blocks human protein phosphatase methylesterase 1. AID 2130. actives 0.53% (n = 320,000). recombinant PME-1, FP-Rh probe fluorescence polarization. inhibition, % at 5.9 µM;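 active means inhibition above the campaign mean of all compounds plus 3 SD, cut at about 26% in these data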;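 further: competitive labeling of PME-1 active site by serine hydrolase directed probe; 0% = PME-1 with DMSO and 100% = wells lacking PME-1 enzyme; inhibitors block probe labeling so polarization falls and inhibition rises; many of its hits are not listed in these tables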
# MCL1 BIM primary – MCL1-BIM-BH3 interaction inhibition (human). GST-MCL1 / FITC-Bim-BH3 fluorescence polarization. inhibition, % at 10.9 µM. actives 0.68% (n = 320,000). AID 2057;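 active means inhibition above the mean inhibition of all tested compounds plus 3 SD, set per campaign, cut at about 40% in these data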;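 further: 0% = DMSO wells and 100% = unlabeled Bim-BH3 peptide control; higher means more loss of mP so more displacement of Bim peptide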
# Fam108B inh – Fam108B inhibition, counter-screen for RBBP9 inhibitors | recombinant Fam108B, FP-Rh probe fluorescence polarization | inhibition, % at 9.51 µM | actives 0.33% (n = 300,000) | AID 1947;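 active means inhibition above the screen mean inhibition plus 3 SD, computed separately per campaign, cut at about 18% in these data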;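 further: inhibitors lower polarization as less probe binds the enzyme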
# Bcl-xL primary – inhibitors of human Bcl-xL | inhibition, % at 10.9 µM | Q07817 | actives 0.7% (n = 320,000) | AID 2129 | GST-Bcl-xL / FITC-Bim BH3 peptide fluorescence polarization;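 active means inhibition above the mean of all tested compounds plus 3 SD, cutoff set per campaign, cut at about 30% in these data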;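 further: 0% = DMSO wells and 100% = unlabeled Bim-BH3 peptide competitor; inhibitors lower millipolarization by displacing the labeled peptide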
# GSTO1 inh – counter-screen for RBBP9 inhibitors: inhibitors of human GSTO1; recombinant GSTO1, activity-based probe fluorescence polarization; actives 1.1% (n = 300,000); P78417; inhibition, % at 5.96 µM;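 active means inhibition above the campaign mean inhibition plus 3 SD, cut at about 35% in these data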;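 further: 0% = GSTO1-1 with DMSO and 100% = wells lacking GSTO1-1 enzyme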
# MEX-5 binding – C. elegans MEX-5 TCR-2 RNA binding activity; MEX-5/FITC-TCR2 RNA binding, fluorescence polarization; stronger effect = lower value; activity score (negative = inhibition of binding), % at 10 µM; actives 0.38% (n = 300,000); AID 1832;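 active means inhibition past about -25% in most replicates, and total fluorescence under double the plate's negative control median, limit read from the data; inconclusive means replicates evenly split on the limit, or fluorescence at least double controls; inactive means too little inhibition in most replicates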;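 further: 0% = DMSO and -100% = 5 µM competing unlabeled TCR2 RNA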
# GLD-1 TGE inh – GLD-1-TGE RNA interaction inhibition (C. elegans); Q17339; purified GLD-1 + fluorescein TGE RNA, fluorescence polarization; inhibition, % at 5.96 µM; actives 0.44% (n = 320,000); AID 2280;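 active means percent inhibition above a per-plate cutoff, the plate mean of test compounds plus 3 SD, cut at about 30% in these data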;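 further: 0% = DMSO wells with GLD-1 and probe and 100% = wells lacking GLD-1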
# Target sequence (Q17339 whole entry, looked up): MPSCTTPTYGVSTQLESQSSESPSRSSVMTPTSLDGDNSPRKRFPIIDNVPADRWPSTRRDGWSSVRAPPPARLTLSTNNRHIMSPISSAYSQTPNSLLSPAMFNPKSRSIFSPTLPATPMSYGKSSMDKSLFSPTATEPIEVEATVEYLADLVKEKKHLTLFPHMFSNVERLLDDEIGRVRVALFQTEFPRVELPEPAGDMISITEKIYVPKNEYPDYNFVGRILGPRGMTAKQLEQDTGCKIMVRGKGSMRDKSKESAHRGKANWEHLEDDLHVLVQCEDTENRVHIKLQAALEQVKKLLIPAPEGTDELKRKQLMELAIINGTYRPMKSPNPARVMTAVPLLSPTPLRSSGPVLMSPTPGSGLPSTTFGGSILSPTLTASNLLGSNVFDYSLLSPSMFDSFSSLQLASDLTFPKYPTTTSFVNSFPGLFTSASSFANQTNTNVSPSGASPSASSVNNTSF
# TPT1 inh – inhibitors of Candida albicans tRNA 2'-phosphotransferase TPT1 | recombinant caTPT1, FP RNA substrate dephosphorylation | inhibition, % at 5 µM | actives 0.81% (n = 300,000) | AID 1962;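 active means inhibition above the mean of all tested compounds plus 3 SD, set per screening campaign, cut at about 24% in these data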;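 further: plate controls were DMSO alone for no effect and ferristatin control at 100 nM for full effect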
# PAD4 FP inh – blocks human protein arginine deiminase 4 | Q9UM07 | recombinant PAD4, RCA probe fluorescence polarization | inhibition, % at 6.36 µM | actives 0.41% (n = 330,000) | AID 485272;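 active means percent inhibition above a cutoff equal to the mean of all tested compounds plus 3 SD, cut at about 15% in these data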;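 further: 0% = PAD4 with RCA probe and DMSO and 100% = probe without PAD4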
# Target sequence (Q9UM07 whole entry, looked up): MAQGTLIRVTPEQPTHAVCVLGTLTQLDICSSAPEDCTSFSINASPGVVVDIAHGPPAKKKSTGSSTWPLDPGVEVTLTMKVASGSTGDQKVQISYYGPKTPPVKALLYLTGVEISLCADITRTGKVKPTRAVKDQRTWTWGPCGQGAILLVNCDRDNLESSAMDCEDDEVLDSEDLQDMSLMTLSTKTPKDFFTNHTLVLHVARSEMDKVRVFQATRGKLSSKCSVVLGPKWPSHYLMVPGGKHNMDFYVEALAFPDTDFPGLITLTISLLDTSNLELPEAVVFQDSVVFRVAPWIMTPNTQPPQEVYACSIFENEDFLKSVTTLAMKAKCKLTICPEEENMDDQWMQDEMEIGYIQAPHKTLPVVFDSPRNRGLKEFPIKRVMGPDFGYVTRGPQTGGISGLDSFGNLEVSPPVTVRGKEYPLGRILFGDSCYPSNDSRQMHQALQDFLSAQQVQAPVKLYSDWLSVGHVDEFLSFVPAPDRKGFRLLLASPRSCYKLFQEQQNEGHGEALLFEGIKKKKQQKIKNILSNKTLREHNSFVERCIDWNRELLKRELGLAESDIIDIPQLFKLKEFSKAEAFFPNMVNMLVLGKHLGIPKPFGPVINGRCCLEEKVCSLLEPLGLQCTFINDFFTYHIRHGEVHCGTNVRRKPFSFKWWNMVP
# * marks the source's active call; other numbers are inactive results; ? = inconclusive; . = not tested or not shown. These rows are one share of the data, so the mix of outcomes need not match the whole.
SMILES,PME-1 primary,MCL1 BIM primary,Fam108B inh,Bcl-xL primary,GSTO1 inh,MEX-5 binding,GLD-1 TGE inh,TPT1 inh,PAD4 FP inh
COc1ccccc1N(CC(=O)NCc1ccccc1)C(=O)CCC(=O)Nc1nccs1,5,2,0,8,-2,1.7,3,-1,2
O=C(NNc1ncccc1Cl)c1c(Cl)cccc1Cl,-1,4,-1,2,2,-2.6,1,3,0
CCN(CC)C(=O)CSc1nc(N)c2c3c(sc2n1)CC(C)CC3 (configuration not stated),4,2,1,6,6,-1.5,12,-3,-5
CCc1ccc(CN(C)C(=O)CCc2nnc(Cc3cccc(C)c3)o2)nc1,1,3,0,2,3,-1.2,0,-1,-10
Cc1ccc(OCC(=O)NCc2ccc3c(c2)OCO3)c([N+](=O)[O-])n1,-1,-9,-2,-13,8,1.0,5,2,-1
O=c1[nH]cc(S(=O)(=O)NCc2ccccc2)c(=O)[nH]1,-2,-1,-1,7,2,0.6,0,1,0
CCOc1ccc(N2CC(O)(c3cccs3)[N+]3=C2CCCC3)cc1 (configuration not stated),4,8,-1,1,4,0.1,2,-1,-2
CC(=O)c1cccc(NC(=O)c2cnn(-c3ccccc3)c2C)c1,-4,-1,0,1,3,0.9,3,-4,-5
CCC1CCCCN1CCCNC(=O)C1CCCN(S(=O)(=O)N2CC(C)CC(C)C2)C1 (configuration not stated),4,3,2,2,-3,3.6,3,-4,-1
Cc1nn(C)c(C(=O)Nc2cccc(Nc3ccccc3)c2)c1[N+](=O)[O-],10,7,5,9,11,1.8,7,-2,-9
CC1(c2nnc(-c3cccc(Cl)c3)o2)CC(c2c(Cl)cccc2Cl)=NO1 (configuration not stated),-4,9,-4,6,5,2.0,-2,-2,3
COc1ccccc1C(=O)NNC(=O)c1ccc(Br)cc1,2,-4,-1,-2,-5,-1.3,-3,3,-2
N#Cc1ccccc1S(=O)(=O)N1CCN(C(=O)c2cc(-c3ccccc3)nn2-c2ccccc2)CC1,-2,0,2,2,3,0.1,7,-4,1
COc1cc(C2C(C(C)=O)=C(C)Nc3ncnn32)ccc1O (configuration not stated),2,-1,-2,3,-3,-1.2,-3,-2,-2
Cc1c(C(=O)NCCCN2CCOCC2)sc2nc(-c3ccc(F)cc3)cn12,0,2,6,1,0,-0.2,0,-3,10
CN(C)/C(=N\S(=O)(=O)c1ccccc1)c1ccc([N+](=O)[O-])cc1,-3,1,-7,-2,2,.,-5,2,-9
COc1ccc(C(=O)OCC(=O)NCC2CCCO2)cc1[N+](=O)[O-] (configuration not stated),-8,-9,5,-6,5,0.6,2,3,1
O=C(NN=C1CCCCCC1)c1ccc(Br)o1,-3,5,3,2,1,-3.4,-1,-1,2
COc1ccc(NC(=O)COC(=O)c2c(F)cccc2Cl)cc1OC,3,-7,4,-1,-2,-1.0,3,0,-2
COc1ccc(NC(=O)CSc2nnc(CNc3ccc(F)cc3)o2)c(OC)c1,-1,0,-4,2,4,3.0,3,1,-6
COc1ccc(C(CNC(=O)c2cccc(NS(=O)(=O)c3ccccc3)c2)N(C)C)cc1 (configuration not stated),-1,1,3,2,3,-3.4,-2,0,2
O=C(NC(Cc1c[nH]c2ccccc12)C(=O)Nc1ccc(F)c([N+](=O)[O-])c1)c1cccs1 (configuration not stated),2,-4,7,4,-9,1.9,2,-2,-7
CC1=Nn2c(nnc2-c2cc(-c3ccccc3)n[nH]2)SC1,-2,-5,-1,-1,4,-0.9,4,-2,-1
CC(C)(C)c1ccc(S(=O)(=O)N2CCN(c3ncccn3)CC2)cc1,2,-3,1,0,1,-0.2,6,0,-3
COc1cccc(CNc2ccc(N3CCCCC3)cc2)c1OC,-6,1,-6,3,-1,.,-1,-2,-1
COc1ccc2nc(C)cc(Nc3cccc(C(=O)O)c3)c2c1,-4,8,4,5,0,0.6,7,0,0
COC(=O)N/N=C/c1cc(C)n(-c2cccc3ccccc23)c1C,3,1,-1,2,-1,1.8,8,8,-2
Cn1c(Cn2c(=O)sc3ccccc32)nnc1SCC(=O)NCc1ccco1,1,0,0,0,-1,-0.2,-4,-5,-6
O=C(COc1ccc(-c2ccccc2)cc1)NNC(=O)Nc1ccccc1,-18,-12,.,-9,.,.,-1,.,-8
O=[N+]([O-])c1ccc(Sc2ccccn2)nc1,1,2,0,1,7,1.1,0,-4,-4
COc1cc(C(=O)N2CCN(c3cc(Cl)ccc3Cl)CC2)cc(OC)c1OC,-5,1,4,1,2,-2.1,5,2,-1
O=C(CSc1nnc(-c2ccncc2)n1-c1ccccc1)NC1CC1,10,-3,0,8,0,2.2,10,-1,-1
CCN(CC)S(=O)(=O)c1ccc(Br)c(OC)c1,-5,7,1,2,-3,-0.9,7,-1,4
CCS(=O)(=O)Nc1cccc(C2=NN(S(C)(=O)=O)C(c3ccccc3)C2)c1 (configuration not stated),6,8,0,4,-3,2.9,-3,0,-2
CCOC(=O)C1CCN(C(=O)COC(=O)Cc2ccc(Cl)cc2)CC1,4,8,2,4,5,-2.3,-3,-5,0
O=C(CSc1nnc(-c2cccc(S(=O)(=O)N3CCCC3)c2)n1-c1ccccc1)Nc1cccc(C(=O)O)c1,6,3,0,4,3,-1.2,1,0,5
O=C(NC1CCCCC1)C(c1ccncc1)N(C(=O)c1csnn1)c1ccc(F)cc1 (configuration not stated),5,9,1,3,5,-2.3,-4,-1,-1
CC(C)/C=C1\CC/C(=C\c2ccc(N(C)C)cc2)C1=O,-16,-194,-14,-84,0,?,-108,121*,-15
O=C(NCCCN1CCOCC1)c1ccc(Sc2ccc(F)cc2)c([N+](=O)[O-])c1,3,7,1,8,9,1.5,3,-1,0
COc1ccc(CCNC(=O)c2ccc3nc(-c4ccco4)c(-c4ccco4)nc3c2)cc1OC,16,31,9,21,39*,.,3,3,-13
O=C(Oc1c(CN2CCOCC2)cc(Cl)c2cccnc12)c1ccc(F)cc1,0,-4,1,-3,7,-0.6,9,0,-5
Cc1cccc(NC(=O)c2nc[nH]c2C(=O)N[C@@H](C)c2ccccc2)c1,-2,6,.,3,.,.,5,.,-6
COc1cc(CCC(=O)OCC(=O)Nc2ccc(C)cc2Cl)cc(OC)c1OC,5,-3,-3,1,-4,-1.8,7,2,1
Cc1sc(NC(=O)Nc2ccccc2)c(C(N)=O)c1C,1,-2,3,8,-1,-0.5,1,-4,4
COc1cccc(N/C(SCc2ccccc2Cl)=C(/C#N)C(=O)NCc2cccs2)c1,-7,1,-3,2,10,2.0,3,0,-5
Oc1ccc(Cl)cc1Cc1cc(Cl)ccc1O,-4,2,-1,4,-2,-1.2,5,0,-2
O=C(NCCCN1CCC(Cc2ccccc2)CC1)C1CCC(=O)N1C1CCCC1 (configuration not stated),-2,11,-4,10,4,1.1,12,0,-7
CCOC(=O)c1ccc(N2C(=O)CC(N3CCN(Cc4ccccc4)CC3)C2=O)cc1 (configuration not stated),1,1,1,0,4,1.7,4,3,-4
CC(O)CSc1nc2c(c(=O)n(C)c(=O)n2C)n1CCCc1ccccc1 (configuration not stated),4,3,2,1,-2,0.1,1,1,-5
CC(=O)OC1COC(N2CCc3cc(Br)c([N+](=O)[O-])cc32)C(OC(C)=O)C1OC(C)=O (configuration not stated),7,5,3,3,3,.,-3,-2,2
CCOc1ccccc1NC(=O)Cc1c(F)cccc1Cl,-4,-4,8,-3,1,1.9,-2,4,-5
COc1ccc(C(=O)Nc2cccc(NC(C)=O)c2)cc1OC,0,-1,1,2,3,0.9,5,-1,3
COCC(=O)N1CCCC(C(=O)c2ccc(C(F)(F)F)cc2)C1 (configuration not stated),4,11,-1,1,2,1.9,4,2,1
Cn1c(C(=O)O)cc2cc(F)ccc21,-2,0,-2,-2,-1,-1.2,-6,-4,0
COc1ccc(C(CNC(=O)c2cccc(S(=O)(=O)Nc3ccc(C)cc3)c2)N2CCCCC2)cc1 (configuration not stated),3,3,-2,6,3,-1.9,6,2,-6
Cc1ccc(NC(=O)c2cc(-c3ccccc3O)n[nH]2)cc1C,-10,-3,3,1,2,1.3,-1,-3,-2
CCOC(=O)C1CCN(CCC(=O)Nc2cccc(Cl)c2C)CC1,-2,2,-2,3,2,-1.0,2,3,-5
CCOc1cc(CNCCO)cc(Br)c1OCc1ccccc1,-5,1,-3,1,-4,2.8,-3,-1,1
Cc1nn(-c2ccccc2)c2nc(N)c(C#N)c(-c3ccc(F)cc3)c12,-5,-10,-6,-3,-7,1.7,-1,3,-3
Cc1cc(OCC(=O)N2CCCCCC2)ccc1[N+](=O)[O-],-4,-3,-5,3,4,-0.6,2,-3,-3

# Additional results.
SMILES,PME-1 primary,MCL1 BIM primary,Fam108B inh,Bcl-xL primary,GSTO1 inh,MEX-5 binding,GLD-1 TGE inh,TPT1 inh,PAD4 FP inh
Clc1ccc2nc(CSc3nc4ccccc4o3)cn2c1,3,2,-2,3,7,-0.3,16,2,-1
COC(=O)Nc1ccc(SCC(=O)c2ccccc2)cc1,2,2,1,1,4,-0.6,0,-5,7
COc1ccc(N2CCN(C(=O)COC(=O)CNC(=O)c3cccc(OC(F)F)c3)CC2)cc1,0,1,.,1,.,.,8,.,-4
CC1=CS(=O)(=O)CC1Sc1nc2ccccc2[nH]1 (configuration not stated),-2,9,-1,4,3,0.5,4,-3,1
COc1ccc(CCNC(=O)CCCn2c(=O)c3cccn3c3cccnc32)c(OC)c1,-2,-2,1,5,0,1.7,8,-2,-5
O=C(N/N=C/c1cccc(O)c1)c1csc2ccccc12,-16,10,-7,6,-8,-0.9,5,-7,1
O=C(NCc1cccs1)C(Cc1ccccc1)n1cccc1 (configuration not stated),-6,-2,0,4,16,0.3,6,-1,-4
O=CNCc1nc2ccccc2n1CCc1ccccc1,0,8,1,2,-4,0.5,4,2,-2
CC(=O)N1c2c(cc(Br)cc2S(=O)(=O)NCc2ccccc2)CC1C (configuration not stated),2,-8,-2,-3,-6,-2.5,-2,-1,-6
Cc1c(NC(=O)CN2C(=O)NC(C)(c3ccc4c(c3)OCCO4)C2=O)c(=O)n(-c2ccccc2)n1C (configuration not stated),9,-19,-2,-5,2,-0.8,1,-1,-8
Cc1nn(-c2ccccc2)c(N)c1-c1ccccc1,0,9,4,5,22,-1.0,-3,-6,-1
COCCCNC(=O)/C=C/c1c(Cl)cccc1Cl,0,-1,-1,1,-3,0.0,1,-2,-1
O=C(OCC(=O)N1CCCc2ccccc21)c1cccnc1Cl,2,-2,-1,-3,0,-0.7,6,1,4
NC(=O)CC(NC(=O)Cc1cccc2ccccc12)c1ccc(NC2CC3CCC2C3)c([N+](=O)[O-])c1 (configuration not stated),-2,-11,4,-7,2,0.2,2,0,-4
Cc1cc(C(=O)NNC(=O)CCCCC(=O)NNC(=O)c2cc(C)[nH]n2)n[nH]1,1,11,2,-1,0,-37*,7,2,-1
Cc1ccc(-c2cc(C(F)F)n3ncc(C(=O)N4CCc5ccccc54)c3n2)cc1,-8,7,-5,6,4,0.0,8,-2,-6
CC(C)(COC(=O)Nc1ccccc1)COC(=O)Nc1ccccc1,-4,-13,-4,-3,0,0.5,5,-2,0
Cc1ccc(S(=O)(=O)N2CCN(C(=O)COC(=O)c3cccc(Cl)c3)CC2)c(C)c1,20,-3,.,-1,.,.,-8,.,-1

# Screening results as filed in PubChem.
